HIF-2a inh = blocks HIF-2a reporter activity; 786-0 RCC cells HIF-2a reporter, luciferase luminescence, overnight; inhibition, % at 18.8 µM; 360,000 tested, 0.72% active; AID 624352;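 active means inhibition of the luminescence signal of 40% or more relative to plate controls, in a single-dose primary screen at 18.75 µM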
PDI turbidity = inhibitors of human protein disulfide isomerase; PDI insulin aggregation turbidity, A650, 90 min; inhibition, % at 10 µM; 350,000 tested, 0.052% active; AID 588391;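 active means mean inhibition across replicates of 30% or more, whatever share of single replicates reach that level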;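 further: absorbance from insulin aggregation driven by PDI reduction with DTT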
Target sequence (P07237 whole entry, looked up): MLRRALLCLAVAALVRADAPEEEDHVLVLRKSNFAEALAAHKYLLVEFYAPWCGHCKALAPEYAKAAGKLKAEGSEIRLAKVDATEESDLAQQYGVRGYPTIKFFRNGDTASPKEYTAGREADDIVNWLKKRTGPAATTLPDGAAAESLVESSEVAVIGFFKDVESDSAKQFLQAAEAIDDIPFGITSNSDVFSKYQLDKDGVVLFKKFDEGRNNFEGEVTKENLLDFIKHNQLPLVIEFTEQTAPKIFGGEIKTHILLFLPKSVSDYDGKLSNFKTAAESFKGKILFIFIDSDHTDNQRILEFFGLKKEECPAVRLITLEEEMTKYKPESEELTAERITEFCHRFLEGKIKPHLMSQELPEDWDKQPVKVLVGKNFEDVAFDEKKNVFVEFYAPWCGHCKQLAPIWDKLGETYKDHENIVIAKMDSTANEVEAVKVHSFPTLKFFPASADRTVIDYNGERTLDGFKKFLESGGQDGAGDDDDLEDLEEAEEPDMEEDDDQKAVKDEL
NR2E3 ag-1 = agonists of human nuclear receptor NR2E3; inhibition of corepressor binding, % at 4.78 µM; GST-NR2E3/biotin-RetCOR TR-FRET, 1536-well; Q9Y5X4; AID 2300; 320,000 tested, 0.12% active;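 active means percent inhibition above the cutoff of mean plus 3 SD of all tested compounds, set per screening campaign, cut at about 20% in these data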;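 further: 0% = DMSO wells and 100% = biotin wells as full block of FRET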
Target sequence (Q9Y5X4 whole entry, looked up): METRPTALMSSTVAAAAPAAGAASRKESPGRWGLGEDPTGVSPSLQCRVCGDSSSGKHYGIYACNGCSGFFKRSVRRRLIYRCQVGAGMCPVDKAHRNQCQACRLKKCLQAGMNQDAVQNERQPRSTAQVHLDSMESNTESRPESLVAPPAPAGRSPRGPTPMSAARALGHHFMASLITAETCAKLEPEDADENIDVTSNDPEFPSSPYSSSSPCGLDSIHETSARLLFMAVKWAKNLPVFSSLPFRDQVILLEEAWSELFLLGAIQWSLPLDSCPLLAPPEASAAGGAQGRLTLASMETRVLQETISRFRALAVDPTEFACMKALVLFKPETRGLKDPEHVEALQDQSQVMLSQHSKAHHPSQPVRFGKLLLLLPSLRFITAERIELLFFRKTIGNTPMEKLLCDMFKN
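system = GST-tagged NR2E3 plus biotinylated RetCOR corepressor | input = 1.35 nM GST-NR2E3 | also added = 7 nM biotin-RetCOR | schedule = 5 h incubation at 4 °C | measured by = TR-FRET with europium anti-GST and streptavidin-D2, 340 nm excitation | read-out = percent loss of FRET ratio relative to control wells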
CaV13 FRET inh = Disruptors of the CACNA1D IQ motif to Ca2+-dependent inactivation inhibitor domain association, primary screening, Förster resonance energy transfer in intact living …. 340,000 tested, 0.098% active. HEK cells, CFP/YFP FRET ICDI-IQ, plate reader, 10 min; percent FRET-ratio fall versus neutral wells. AID 743397. inhibition, % at 12.3 µM;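 active means mean replicate inhibition of at least 30% and at least 1% of replicates passing that level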;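 further: 0% = median of the neutral control wells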
Vif inh = blocks HIV Vif function; inhibition, % at 7.49 µM; HEK293T cells, Vif self-association by quenched fluorescence, imaging, 24 h; 340,000 tested, 0.35% active; in the data active means inhibition above about 50%, passing the limit was not always enough; further: some results filed as inactive read as strong as hits
CF NFkB inh = inhibitors of cystic fibrosis induced NF-kB. KKLEB NF-kB-GFP reporter, PAF-induced, GFP fluorescence overnight. inhibition, % at 5 µM. 360,000 tested, 0.86% active;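 active means at least 50% inhibition at 5 µM, scaled per plate between neutral and stimulator controls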;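 further: PAF is a Pseudomonas aeruginosa culture filtrate used as stimulus; plate controls were PAF-stimulated DMSO wells for no effect and unstimulated DMSO wells for full effect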
Shn3 inh set2 = inhibitors of Schnurri-3 3'UTR reporter in osteoblasts; Clone20 osteoblast Shn3 3'UTR firefly luciferase, 24 h; inhibition, % at 12.5 µM; 360,000 tested, 0.52% active; AID 588674;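 active means mean inhibition of at least 75% with every replicate also reaching 75%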;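 further: 0% = median of neutral control wells and 100% = pilot-screen positive control compound; some compounds past the cut are filed as inactive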
MITF TRPM1 inh = MITF TRPM1 promoter inhibition in SK-MEL-5 cells; SK-MEL-5 TRPM1 promoter luciferase, 24 h; AID 488899; 330,000 tested, 0.83% active; inhibition, % at 12.5 µM;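 active means mean inhibition across replicates of 60% or more, whatever share of single replicates reaches that level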; further: values of inactives mirror those of a sister screen read the other way
NR2E3 ag-2 = human photoreceptor-specific nuclear receptor agonism; Q9Y5X4; CHO-S Gal4-NCOR/VP16-NR2E3 two-hybrid, luciferase; inhibition of corepressor binding, % at 3.98 µM; 360,000 tested, 0.35% active; AID 602229;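 active means inhibition above the mean of all tested compounds plus 3 SD, cut at about 70% in these data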;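 further: 0% = DMSO with NR2E3 transfected cells and 100% = cells lacking NR2E3 construct; higher means lower luciferase signal from less NR2E3 corepressor binding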
KKLEB tox = CF airway cell cytotoxicity counter-screen | KKLEB CF airway cells viability, ATPlite luminescence, overnight; hits give low values; cells stimulated with P. aeruginosa culture filtrate | activity change (cytotoxicity), % at 5 µM | 360,000 tested, 0.36% active;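 active means corrected activity change at or below -50% at 5 µM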
Peg3 promoter = inhibitors of Peg3 promoter; inhibition, % at 20 µM; HeLa PEG-Prom luciferase reporter, luminescence, overnight; 360,000 tested, 1.7% active;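 active means inhibition of at least 50% at 20 µM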
An asterisk follows results filed as active; . = not tested or not shown.

SMILES | HIF-2a inh | PDI turbidity | NR2E3 ag-1 | CaV13 FRET inh | Vif inh | CF NFkB inh | Shn3 inh set2 | MITF TRPM1 inh | NR2E3 ag-2 | KKLEB tox | Peg3 promoter
Cc1ccc(N2C(=O)Nc3ccccc3C2(O)C(=O)NCCCOC(C)C)cc1C (configuration not stated) | 10 | 1 | -1 | -2 | -1 | -3 | -12 | 7 | -13 | 0 | 7
CN(C)S(=O)(=O)c1cccc(-c2nn(-c3ccccc3)cc2/C=C2\SC(=S)NC2=O)c1 | 0 | -33 | 0 | -3 | 1 | 53* | -2 | 0 | 18 | -17 | 60*
CCOc1cc2[nH]c(=S)n(Cc3ccc(C(=O)NCCN(CC)CC)cc3)c(=O)c2cc1OCC | 40 | -2 | -2 | -22 | -9 | -7 | 5 | 3 | -16 | 2 | -12
Cc1cc(C)c2c(CC(=O)Nc3nccs3)coc2c1 | -35 | 1 | 3 | 0 | 9 | 6 | -4 | 14 | -30 | 1 | -8
Nc1cc(N)nc(SCCOc2ccccc2F)n1 | -188 | -3 | 3 | -5 | -3 | 15 | -52 | -53 | -70 | -6 | -267
CC1=C(C(=O)OCC2CCCO2)C(c2ccsc2)C2=C(CCCC2=O)N1 (configuration not stated) | 16 | 10 | 0 | -4 | -7 | 22 | -14 | 10 | 8 | 6 | -4
O=C(O)c1ccc(Cl)c(S(=O)(=O)Nc2ccc3cn[nH]c3c2)c1 | 13 | -2 | 4 | -14 | -4 | -16 | 0 | 28 | -9 | 1 | 18
CCc1nc(Cl)c(C#N)c2c1CCCC2 | 28 | -1 | 1 | -15 | 1 | 55* | 25 | -8 | 3 | 0 | -19
Cc1cc(C)cc(NC(=O)Cc2ccc(-n3cccc3)cc2)c1 | 16 | -13 | 0 | -5 | 6 | -4 | -9 | -2 | 17 | 0 | 31
Cc1oc(-c2cccs2)nc1CN1CCC(CO)(CCOc2ccccc2)CC1 | -6 | 6 | 2 | -5 | -4 | -18 | -6 | -10 | 11 | -2 | -4

Records listed so far that bear a hit mark in Peg3 promoter:
| Structure | HIF-2a inh | PDI turbidity | NR2E3 ag-1 | CaV13 FRET inh | Vif inh | CF NFkB inh | Shn3 inh set2 | MITF TRPM1 inh | NR2E3 ag-2 | Peg3 promoter |
| --- | --- | --- | --- | --- | --- | --- | --- | --- | --- | --- |
| CN(C)S(=O)(=O)c1cccc(-c2nn(-c3ccccc3)cc2/C=C2\SC(=S)NC2=O)c1 | 0 | -33 | 0 | -3 | 1 | 53* | -2 | 0 | 18 | 60* |

Going on with the list.
SMILES | HIF-2a inh | PDI turbidity | NR2E3 ag-1 | CaV13 FRET inh | Vif inh | CF NFkB inh | Shn3 inh set2 | MITF TRPM1 inh | NR2E3 ag-2 | KKLEB tox | Peg3 promoter
C=CCN1C(=O)CSC1=Nc1ccc(NC(C)=O)cc1 | 7 | -1 | 2 | -16 | 7 | -1 | -6 | 6 | 13 | -10 | 9
Cc1ccc(S(=O)(=O)NC2CCCC2)cc1C(N)=O | 14 | 5 | 1 | -6 | 0 | 1 | 14 | 3 | -13 | -1 | 12
CC1CN(c2ccc(Cl)cc2[N+](=O)[O-])CCN1S(C)(=O)=O (configuration not stated) | 9 | 2 | 2 | -4 | -2 | 6 | 0 | 10 | 9 | -3 | 4
O=C(CNc1ccc(Cl)c(C(F)(F)F)c1)N1CCN(S(=O)(=O)c2ccccc2)CC1 | 10 | 13 | . | -3 | -9 | 43 | 12 | 8 | 11 | -7 | 18
O=C(CN(C(=O)c1csnn1)c1cccc2c1CCCC2)NCc1ccc(F)cc1 | 11 | 6 | 4 | -3 | 6 | -1 | 9 | 4 | -12 | 12 | 9
O=C1NC(Cc2c[nH]c3ccccc23)C(=O)N1CCOc1ccccc1 (configuration not stated) | 17 | 4 | -2 | -5 | 0 | 6 | 57 | -4 | 19 | 3 | 13
CC1(C)Cc2c(sc(N)c2C#N)C(C)(C)N1 | 18 | 2 | 3 | -13 | 0 | -6 | -10 | 0 | 8 | 4 | 6
O=C(O)c1cc([N+](=O)[O-])c(N2CCCC2)c([N+](=O)[O-])c1 | 20 | 29 | -2 | -2 | -3 | -22 | 13 | -2 | -2 | -6 | 17
Cc1cc(-c2nnc(CCC(=O)N(C)Cc3cccc4ccccc34)o2)no1 | -44 | -4 | -1 | 2 | -4 | -6 | 4 | -12 | -21 | 15 | -27
COc1ccc(-c2cc(NC(C)=O)c3ncc(-c4ccccc4)n3c2)cc1OC | -26 | -7 | . | -6 | 19 | -66 | 7 | . | 28 | 12 | 10
Cc1noc(C)c1-c1ccc(C(=O)NCc2ccco2)c2occc12 | -173 | 8 | . | -6 | -1 | -63 | -27 | . | 9 | -7 | -118
O=C(CNC(=O)c1ccccc1F)N/N=C/c1cc(Br)ccc1OC(=O)/C=C/c1ccco1 | 15 | -5 | 0 | -4 | -9 | -3 | 82 | 19 | -18 | -23 | 36
CC(/C=N/NC(=O)c1ccncc1)=C\c1ccccc1 | -131 | -4 | -2 | -9 | -3 | -10 | -19 | -26 | -21 | 5 | -107
CCc1nnc(N/N=C/c2ccccc2Cl)n1N | -42 | -10 | -1 | . | . | 0 | -12 | -21 | -7 | 2 | -2
Cc1ccc(NC(=O)CN2CCN(C(=O)c3ccco3)CC2)cc1 | 14 | 3 | 2 | -5 | -2 | -4 | 12 | -6 | -5 | -3 | 3
CCc1c(C(=O)Nc2ccc(S(=O)(=O)N3CCOCC3)cc2)csc1C | -85 | -4 | 1 | -10 | 0 | -9 | 7 | -20 | -8 | 14 | -44
CCc1nc2ccccc2c(NC(=O)CN2CCC(C)CC2)c1C | 11 | 1 | 1 | -2 | 1 | -2 | -8 | 7 | -8 | 4 | -6
O=C(Nc1cccc(S(=O)(=O)N2CCCCC2)c1)C1CCCN1S(=O)(=O)c1ccccc1F (configuration not stated) | 12 | 2 | 0 | -6 | -2 | 18 | 52 | 2 | 2 | 4 | 19
COC(=O)C1(c2ccccc2)NC(c2cccs2)C2C(=O)N(c3ccccc3)C(=O)C21 (configuration not stated) | 9 | 6 | -1 | . | 16 | 0 | -10 | -8 | -19 | 0 | -3
Cc1cc(CN(C)C(=O)C2CCC(=O)N(CCc3cccc(F)c3)C2)on1 (configuration not stated) | -5 | 0 | -1 | -7 | 12 | 14 | -14 | -2 | -10 | 2 | 4
CC(=O)Nc1ccc2nc(C3CC3)n(Cc3ccc(Cl)cc3)c(=O)c2c1 | -210 | 1 | 2 | 6 | -13 | -4 | -50 | -34 | -58 | -9 | -244
CCOC(=O)c1[nH]c2ccccc2c1NC(=O)CC(C)C | 23 | 5 | 1 | -7 | -2 | -5 | 7 | 4 | 21 | 0 | 8
O=C(NCCCn1ccnc1)c1ccc(C(F)(F)F)cc1 | 12 | 7 | -6 | -4 | 9 | 1 | 4 | -5 | 6 | 5 | -1
Cc1nn(C)c(C)c1CNC(=O)Nc1ccc2c(c1)OCO2 | -135 | 1 | 3 | -4 | -3 | -21 | -35 | -38 | -18 | 17 | -131
COc1ccc(C(=O)N2CCC(n3nccc3NC(=O)C3CCOC3)CC2)cc1 (configuration not stated) | 2 | 6 | -2 | -6 | -6 | -6 | -17 | -1 | -7 | 23 | -8
CCC(C(=O)N1CCN(C(=O)c2ccco2)CC1)n1sc2ccccc2c1=O (configuration not stated) | 7 | 1 | 2 | -3 | -4 | 10 | -1 | -8 | -20 | 0 | 2
O=C(N/N=C/c1cccs1)C(=O)N1CCCC1 | -1 | 4 | 5 | -6 | -2 | -3 | -13 | 1 | -1 | 3 | -13
C1CNC(C23CC4CC(CC(C4)C2)C3)=N1 | 13 | 4 | -1 | 5 | 9 | -13 | -11 | 0 | -15 | -8 | 2
COc1ccccc1Nc1nc(-c2ccc3c(c2)NC(=O)CO3)cs1 | -239 | -2 | 3 | -4 | -1 | -12 | -10 | -15 | -14 | -10 | -74
Nc1nnc(-c2ccc(Cl)cc2)s1 | -163 | 0 | 1 | -5 | 25 | -13 | -21 | -35 | -37 | 0 | -104
CCOC(=O)C1(C)CCN1C(=O)c1cncc(Br)c1 (configuration not stated) | 7 | 4 | . | -9 | 5 | 3 | -21 | . | 5 | -2 | 2
O=C(CCNC(=O)c1ccc(Cl)cc1)Nc1c(F)c(F)cc(F)c1F | 14 | -1 | 0 | -14 | 3 | -17 | 13 | 12 | 8 | 19 | 3
O=C(CSc1ccncc1)Nc1ccc(S(=O)(=O)Nc2nccs2)cc1 | -1 | -2 | -1 | 9 | -6 | 17 | 0 | 2 | -4 | -3 | 3
CC1CC(C)CN(S(=O)(=O)N2CCC(C(=O)NCc3ccco3)CC2)C1 (configuration not stated) | 14 | -1 | 0 | -5 | -8 | -1 | -4 | 14 | -2 | 11 | -7
O=C(Nc1ccccc1Oc1cccnc1)C1CCCN(Cc2ccc(F)cc2)C1 (configuration not stated) | 15 | 2 | -1 | -5 | 7 | 10 | 13 | 4 | -23 | -13 | 12

Ordered by count of non-hydrogen atoms (ascending): part of the list above
SMILES | HIF-2a inh | PDI turbidity | NR2E3 ag-1 | CaV13 FRET inh | Vif inh | CF NFkB inh | Shn3 inh set2 | MITF TRPM1 inh | NR2E3 ag-2 | KKLEB tox | Peg3 promoter
Nc1nnc(-c2ccc(Cl)cc2)s1 | -163 | 0 | 1 | -5 | 25 | -13 | -21 | -35 | -37 | 0 | -104
C1CNC(C23CC4CC(CC(C4)C2)C3)=N1 | 13 | 4 | -1 | 5 | 9 | -13 | -11 | 0 | -15 | -8 | 2
O=C(N/N=C/c1cccs1)C(=O)N1CCCC1 | -1 | 4 | 5 | -6 | -2 | -3 | -13 | 1 | -1 | 3 | -13
CCOC(=O)C1(C)CCN1C(=O)c1cncc(Br)c1 (configuration not stated) | 7 | 4 | . | -9 | 5 | 3 | -21 | . | 5 | -2 | 2
O=C(NCCCn1ccnc1)c1ccc(C(F)(F)F)cc1 | 12 | 7 | -6 | -4 | 9 | 1 | 4 | -5 | 6 | 5 | -1
Cc1nn(C)c(C)c1CNC(=O)Nc1ccc2c(c1)OCO2 | -135 | 1 | 3 | -4 | -3 | -21 | -35 | -38 | -18 | 17 | -131
O=C(CCNC(=O)c1ccc(Cl)cc1)Nc1c(F)c(F)cc(F)c1F | 14 | -1 | 0 | -14 | 3 | -17 | 13 | 12 | 8 | 19 | 3
CC1CC(C)CN(S(=O)(=O)N2CCC(C(=O)NCc3ccco3)CC2)C1 (configuration not stated) | 14 | -1 | 0 | -5 | -8 | -1 | -4 | 14 | -2 | 11 | -7
CCC(C(=O)N1CCN(C(=O)c2ccco2)CC1)n1sc2ccccc2c1=O (configuration not stated) | 7 | 1 | 2 | -3 | -4 | 10 | -1 | -8 | -20 | 0 | 2
COc1ccc(C(=O)N2CCC(n3nccc3NC(=O)C3CCOC3)CC2)cc1 (configuration not stated) | 2 | 6 | -2 | -6 | -6 | -6 | -17 | -1 | -7 | 23 | -8
O=C(Nc1ccccc1Oc1cccnc1)C1CCCN(Cc2ccc(F)cc2)C1 (configuration not stated) | 15 | 2 | -1 | -5 | 7 | 10 | 13 | 4 | -23 | -13 | 12
